Compound activity: PubChem BioAssay, National Center for Advancing Translational Sciences (NCATS)
Hsp90 Hop PPI: changes Hsp90-Hop TPR2A binding signal, up or down; actives 0.44% (n = 71,000); AlphaScreen TPR2A-His6 binding biotin-Hsp90 C-terminal peptide; Potency, µM (titrated, usually from 57 µM), inactives show top-dose activity change, negative = inhibition; active = well fitted curve in either direction with a large enough effect; inconclusive = small, poorly fitted or top-dose-only effect, or another doubt; also: potency is read from the fitted curve at half-maximal effect; % is scaled to controls: 0 for no effect and ±100 for the full control effect; many of its hits are not listed in these tables
Texas Red fluor: compounds fluorescent in Texas Red spectral region; Compound fluorescence, Texas Red channel, 547/618 nm; stronger effect = higher value; max dye-equivalent concentration, M; actives 0.06% (n = 59,000); in the data active = max dye-equivalent concentration above about 10 nM; inconclusive = between about 1.1 nM and that limit
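Spectral interference profiling: each compound concentration's relative fluorescence, read with a 547 nm excitation and 618 nm emission filter pair, was normalized to a per-plate Texas Red standard curve.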
Rhodamine fluor: compound fluoresces in the rhodamine spectral region. Rhodamine-region fluorescence, 547/598 nm, Tris buffer; stronger effect = higher value. max dye-equivalent concentration, M. actives 0.05% (n = 59,000). AID 594; in the data active = max dye-equivalent concentration above about 11 nM; inconclusive = between about 1.1 nM and that limit
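Intrinsic compound fluorescence, ex 547 / em 598 nm, CCD imager. Tris 100 mM pH 8.0; 15 min RT. Output = rhodamine dye-equivalent concentration at each compound concentration.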
DNA Pol III inh: inhibitors of bacterial DNA polymerase III holoenzyme | reconstituted DNA polymerase III holoenzyme replication, biochemical | Potency, µM (doses to about 57.1 µM), without a hit: at the top dose activity change, negative = inhibition | actives 0.25% (n = 71,000); also: potency is read from the fitted curve at half-maximal effect; % is scaled to controls: 0 for no effect and ±100 for the full control effect
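Reconstituted *E. coli* holoenzyme (0.35 nM Pol III, 1 nM beta, 154 nM SSB, 2 nM primase) was preincubated with compound for 15 min at RT. Synthesis on 1.4 nM ssM13Gori ran 35 min, then was stopped with PicoGreen/EDTA and read as dsDNA fluorescence.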
ERK AVP inh: vasopressin-driven ERK pathway inhibition | HEK293-V1b, vasopressin-stimulated pERK AlphaScreen | Potency, µM (titrated, usually from 57.5 µM), without a hit: at the top dose activity, negative = inhibition, most hits filed as inhibitors | actives 0.99% (n = 72,000) | AID 995; also: potency is read from the fitted curve at half-maximal effect; % is scaled to controls: 0 for no effect and ±100 for the full control effect; nearly all actives have a fitted effect of over 55% in size
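V1b-HEK293 cells; cpd 30 min 37C; 25 nM vasopressin 5 min; lyse 10 min; AlphaScreen beads 5 hr RT. Normalized to DMSO basal and 25 nM vasopressin; AC50 by Hill fit.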
HBB splice mod: modulators of hemoglobin beta chain splicing | HBB splicing reporter cell assay, activation; EGFP reporter with mutant IVS2-654 intron; response scale: normalised to 500 nM splice-correcting PNA | Potency, µM (titrated, usually from 46.1 µM), without a hit: at the highest dose activation, most hits filed as activators | actives 0.06% (n = 65,000) | AID 925; also: potency is read from the fitted curve at half-maximal effect; 0% is about no effect
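HeLa cells stably expressing EGFP interrupted by mutant beta-globin intron 2 (IVS2-654), 500/well in 2% FCS. Treated with compound for 2 days at 37C. Splicing correction scored as total well GFP intensity (488 nm excitation, 500-520 nm emission); 500 nM antisense PNA served as control.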
CRE Fsk mod: alters forskolin-stimulated CRE reporter signaling in CHO cells | CHO CRE-bla reporter (cAMP response element driving beta-lactamase), forskolin EC10, beta-lactamase ratio | Potency, µM (series often up to 38.2 µM), for inactives: at the top dose activity change, negative = inhibition, most hits filed as activators | actives 2.5% (n = 71,000) | AID 662; active = well fitted activation curve with a large enough effect in the signal ratio, with a control signal flat, not every such curve was filed as active; inconclusive = small, poorly fitted or top-dose-only effect, or effect the other way, or a change in a side signal; the % refers to the signal ratio; also: potency is read from the fitted curve at half-maximal effect; % of control where 0% means no effect
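The 460nm/530nm emission ratio after CCF4 loading defined %Activity, from which AC50 values were obtained. CRE-bla CHO cells received compound dilution series together with an EC10 level of NKH 477 for 3 hours at 37 degrees Celsius.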
HADH2 inhib: HADH2 (human) dehydrogenase inhibition. Potency, µM (top dose mostly 57.1 µM), for inactives: at the top dose activity change, negative = inhibition, most hits filed as inhibitors. recombinant HADH2, NADH fluorescence, beta-hydroxybutyryl-CoA. Q99714. AID 886. actives 3.4% (n = 73,000); also: potency is read from the fitted curve at half-maximal effect; % is scaled to controls: 0 for no effect and ±100 for the full control effect; nearly all actives have a fitted effect of over 60% in size; many of its hits are not listed in these tables
Target sequence (Q99714 whole entry, looked up, one chain of several): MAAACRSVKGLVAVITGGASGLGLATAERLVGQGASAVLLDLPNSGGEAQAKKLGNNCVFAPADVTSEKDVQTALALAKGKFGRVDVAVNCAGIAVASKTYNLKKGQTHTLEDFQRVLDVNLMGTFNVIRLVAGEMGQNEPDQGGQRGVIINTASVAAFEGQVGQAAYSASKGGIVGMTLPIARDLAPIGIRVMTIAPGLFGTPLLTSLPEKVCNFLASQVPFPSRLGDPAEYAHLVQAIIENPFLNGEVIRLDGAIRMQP
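NADH fluorescence (ex 360/em 450 nm) read every 30 s for 4 min; activity taken as last-minus-first time point difference. Enzyme 20 nM, NAD+ 1 mM, beta-hydroxybutyryl-CoA 90 uM, pH 9.0 Tris buffer.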
Tau fil binding: tau filament binding. AID 596. recombinant tau filaments, thioflavin S fluorescence, 15 h; filaments grown with octadecylsulfate alongside compound. Potency, µM (titrated, usually from 57.1 µM), for inactives: at the highest dose activity change, negative = inhibition. actives 2% (n = 71,000);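 also: potency is read from the fitted curve at half-maximal effect; % is scaled to controls: 0 for no effect and ±100 for the full control effect; actives lower thioflavin S fluorescence by blocking filaments or displacing dye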
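Assay mix: 1 uM His-tagged tau, 30 uM sodium octadecylsulfate, thioflavine S dye in HEPES/NaCl/DTT buffer. Compound is added prior to the inducer. Fluorescence after 15 h at 37 C.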
ALOX15 inhib: 15-hLO (ALOX15) enzyme inhibition | P16050 | purified 15hLO-1, xylenol orange hydroperoxide absorbance | Potency, µM (titrated, usually from 57.1 µM), without a hit: at the top dose activity change, negative = inhibition, hits mostly inhibitors | actives 1.4% (n = 74,000); also: potency is read from the fitted curve at half-maximal effect; % is scaled to controls: 0 for no effect and ±100 for the full control effect; nearly all actives have a fitted effect of over 55% in size
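Purified human 15hLO-1 (40 nM) in 25 mM Hepes pH 7.5, 0.01% Triton X-100, preincubated 15 min RT with compound, then 50 uM arachidonic acid for 6 min. Hydroperoxide read by ferrous/xylenol orange, 30 min; 573/405 nm absorbance ratio gave progress.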
FLuc inh: inhibitors of firefly luciferase | Potency, µM (top dose mostly 57.1 µM), for the others: at the highest dose activity change, negative = inhibition, hits mostly inhibitors | P08659 | AID 411 | purified firefly luciferase, luminescence, 8 min | actives 2.2% (n = 72,000); also: potency is read from the fitted curve at half-maximal effect; % is scaled to controls: 0 for no effect and ±100 for the full control effect; nearly all actives have a fitted effect of over 40% in size
Target sequence (P08659 whole entry, looked up): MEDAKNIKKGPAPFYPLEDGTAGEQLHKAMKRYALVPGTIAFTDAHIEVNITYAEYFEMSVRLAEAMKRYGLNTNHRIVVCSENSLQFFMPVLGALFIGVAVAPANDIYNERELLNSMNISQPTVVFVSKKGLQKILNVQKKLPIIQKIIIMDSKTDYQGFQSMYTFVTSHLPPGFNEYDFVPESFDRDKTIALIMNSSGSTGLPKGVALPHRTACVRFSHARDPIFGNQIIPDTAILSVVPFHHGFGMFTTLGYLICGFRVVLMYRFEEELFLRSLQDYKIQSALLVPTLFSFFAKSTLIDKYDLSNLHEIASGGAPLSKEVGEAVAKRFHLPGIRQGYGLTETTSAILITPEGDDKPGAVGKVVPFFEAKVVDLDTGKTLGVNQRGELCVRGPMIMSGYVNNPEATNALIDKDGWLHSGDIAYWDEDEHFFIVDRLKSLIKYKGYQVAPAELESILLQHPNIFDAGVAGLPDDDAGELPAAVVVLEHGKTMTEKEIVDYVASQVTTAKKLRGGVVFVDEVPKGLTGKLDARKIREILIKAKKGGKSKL
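Substrate buffer containing 10 uM ATP (pH 7.2 imidazole, Mg2+, KCl, detergent, BSA) is dispensed, compound pinned in, then luciferase/luciferin detector mix added. After 8 min at ambient temperature, light output is measured.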
* hit, by the source's call; i = inactive; ? = inconclusive; nt = no result given; [ ] = dose if it differs, or a comment. Unless noted, calls follow the shape of the dose curve; as a rule, active = well fitted curve in the direction sought with a large enough effect; inconclusive = small, poorly fitted or top-dose-only effect, or another doubt; inactive = no such curve, though single readings can be large; an effect the other way counts as inactive or inconclusive.

# | SMILES | Texas Red fluor | Tau fil binding | Hsp90 Hop PPI | DNA Pol III inh | ALOX15 inhib | HBB splice mod | ERK AVP inh | CRE Fsk mod | HADH2 inhib | FLuc inh | Rhodamine fluor
1 | O=C1OCc2cc(NC(=O)C3COc4ccccc4O3)ccc21 (stereo not given) | nt | -4% | -2% | -1% | -6% | 0.9% | -24% | -2% | 8% | -4% | nt
2 | CC(=O)NCc1cccc(CNC(C)=O)n1 | ? | 12% | -2% | -21% | 5% | 0.0% | -7% | 7% | 4% | -10% | i
3 | CCn1c(C2CC(=O)N(Cc3ccccc3)C2)nc2ccccc21 (stereo not given) | nt | -4% | -7% | -4% | 6% | 0.2% | nt | 7% | 12% | 1% | nt
4 | CCc1ccc(CNC(=O)CN2C(=O)COc3ccccc32)cc1 | i | 2% | -1% | -2% | -3% | -3.8% | 31%[activator] | ? | 6% | -1% | i
5 | Nc1nc(CSc2n[nH]c(-c3ccccc3)n2)nc(Nc2ccccc2)n1 | i | -7% | -2% | -6% | -9% | 0.1% | 25µM* | 2µM* | -5% | -3% | i
6 | NC1CCCCC1N=Cc1c(O)n(CCc2ccc(F)cc2)c(=O)[nH]c1=O (stereo not given) | ? | -7% | -2% | -1% | -1% | 5.1%[57.5 µM] | -6% | 1% | 19% | 3% | i
7 | Cc1nn(-c2ccccc2)c2nc(-c3ccncc3)cc(C(=O)NCc3ccco3)c12 | i | 32µM* | 5% | -16% | 25µM* | -0.3%[57.5 µM] | -15% | -8% | ? | -5% | i
8 | C=CCn1c(NC(=O)c2ccco2)c(S(=O)(=O)c2ccccc2)c2nc3ccccc3nc21 | i | 14% | 1% | -5% | -1% | 4.5% | ? | 10µM* | ? | 2% | i
9 | O=C(Nc1ncc(Cc2ccccc2)s1)c1cccs1 | i | 11% | 2% | 3% | 6% | nt | 36%[activator] | ? | -12% | 10µM* | i
10 | O=C(C1CCN(C2CC(=O)N(c3cccc(Cl)c3)C2=O)CC1)N1CCCCCC1 (stereo not given) | ? | 7% | -3% | -5% | -4% | -0.9% | -12% | -6% | -17% | 0% | i
11 | C[N+](C)(C)[C@@H](C1=CCCC1=O)c1ccccc1 | i | 9%[11.4 µM] | -4%[11 µM] | -7%[11.4 µM] | 1%[11.4 µM] | 2.3%[9.22 µM] | -11%[11.5 µM] | ? | -3%[11.4 µM] | 5%[11.4 µM] | i
12 | Cc1cc(CNC(=O)[C@@H]2C[C@H]2[C@@H](NP(=O)(c2ccccc2)c2ccccc2)c2ccccc2)nn1C | nt | -2% | -9% | 3% | nt | 0.3% | 16% | 4% | 2% | nt | nt
13 | CCC1(C)Cc2c(sc3c2c(=O)n(C)c2nnc(SCC(=O)c4ccccc4)n32)CO1 (stereo not given) | i | 4% | -5% | -2% | -1% | -0.2% | 5% | 6% | -14% | 2% | i
14 | C[C@@](N)(C(=O)O)c1cccc(CC(=O)O)c1 | nt | -18% | -1% | -5% | 3%[25.6 µM] | nt | 0% | 9% | 1% | 2% | nt
15 | O=C(c1cccs1)N(Cc1ccco1)Cc1cc2ccccc2[nH]c1=O | ? | 6% | -12% | -8% | -12% | 0.4% | -22% | 4% | -18% | -3% | i

Reprinted from the part before: 3 compounds; new compounds follow.
# | SMILES | Texas Red fluor | Tau fil binding | Hsp90 Hop PPI | DNA Pol III inh | ALOX15 inhib | HBB splice mod | ERK AVP inh | CRE Fsk mod | HADH2 inhib | FLuc inh | Rhodamine fluor
13 | CCC1(C)Cc2c(sc3c2c(=O)n(C)c2nnc(SCC(=O)c4ccccc4)n32)CO1 (stereo not given) | i | 4% | -5% | -2% | -1% | -0.2% | 5% | 6% | -14% | 2% | i
14 | C[C@@](N)(C(=O)O)c1cccc(CC(=O)O)c1 | nt | -18% | -1% | -5% | 3%[25.6 µM] | nt | 0% | 9% | 1% | 2% | nt
15 | O=C(c1cccs1)N(Cc1ccco1)Cc1cc2ccccc2[nH]c1=O | ? | 6% | -12% | -8% | -12% | 0.4% | -22% | 4% | -18% | -3% | i
16 | O=C(OCC(F)(F)C(F)F)c1ccccc1C(=O)Oc1ccc(F)cc1F | nt | 3% | ? | -5% | -15% | 0.3% | 14% | 9% | -3% | 0% | nt
17 | Cc1ccc(Nc2nc(N)nc(CN3CCN(C)CC3)n2)cc1 | i | 4% | -3% | 6% | 22% | 3.2%[57.5 µM] | 2% | 7% | -1% | 2% | i
18 | O=C(O)CCc1nnc2n(Cc3ccc(F)cc3)c(=O)c3ccccc3n12 | nt | 14% | -3% | -8% | 5% | 0.0% | 2% | -3% | 2% | 3% | nt
19 | CCC12CN(C(=O)c3ccc(OC)cc3)CC(CC)(CN(C(=O)c3ccc(OC)cc3)C1)C2=O | i | 14% | 0% | 0% | 7% | nt | -7% | 0% | 6% | 4% | i
20 | CC1Cc2cc(/C(O)=C3/C(=O)C(=O)N(CCCN(C)C)C3c3ccncc3)ccc2O1 (stereo not given) | i | -3% | 0% | -2% | 11% | -0.7% | -8% | -8% | -9% | -1% | i
21 | CC(C)NC(=O)c1ccccc1NC(=O)CN(c1ccc2c(c1)OCO2)S(C)(=O)=O | i | 1% | -4% | 0% | 4% | 5.1% | 2% | 12% | 10% | 5% | i
22 | CCCN1C(=O)NC2(O)C(=O)c3ccccc3C12O (stereo not given) | ? | -11% | 2% | -3% | 10% | -0.1%[57.5 µM] | -7% | -1% | 5% | -1% | i
23 | CS(=O)(=O)N1CCCC(C(=O)NCCCN2CCN(Cc3ccccc3)CC2)C1 (stereo not given) | i | 5% | -4% | 2% | 1% | -1.9% | 4% | ? | -1% | -1% | i
24 | Cc1cc(C)c(S(=O)(=O)Nc2ccc(OCC(=O)O)cc2)c(C)c1 | nt | -21% | -1% | -6% | 0% | -0.4% | nt | -3% | 4% | 1% | nt
25 | O=C(O)c1ccc(N2CCCCCC2)c(N2C(=O)c3ccccc3C2=O)c1 | nt | -2%[11.4 µM] | ? | -12%[11.4 µM] | -14%[11.4 µM] | 3.4%[0.0738 µM] | 9% | ? | -1%[11.4 µM] | 2% | nt
26 | COc1ccc(-n2nnnc2SCC(=O)N2CCOCC2)cc1 | nt | 9% | -3% | -4% | 1% | 0.3% | nt | 5% | -4% | 2% | nt
27 | COc1c(-c2ccc(O)c(O)c2)oc2cc(O)cc(O)c2c1=O | i | ? | -5% | ? | 7%[25.6 µM] | nt | -21% | -9% | ? | 1%[11.4 µM] | i
28 | CCc1ccc(OC)c(S(=O)(=O)Nc2ccccc2C)c1 | i | 3% | 0% | -2% | -6% | -0.7% | -12% | -7% | 22% | 1% | i
29 | CCOC(=O)CSc1nnc(-c2ccncc2)o1 | i | -4% | -4% | -6% | 6% | 5.9% | -11% | -1% | -1% | 3% | i
30 | NCCNS(=O)(=O)c1ccc(N)cc1 | i | -3%[11.4 µM] | 0%[11 µM] | -4%[11.4 µM] | 2%[11.4 µM] | 3.2%[9.22 µM] | 3%[11.5 µM] | 13%[7.6 µM] | -3%[11.4 µM] | 0%[11.4 µM] | i
31 | COCCN(CCOC)C(=O)c1cc2c(=O)n3ccccc3nc2s1 | i | -5% | -1% | -3% | -1% | 1.2% | -14% | ? | 25µM* | 3% | i
32 | CCN(CC)S(=O)(=O)c1ccc(S(=O)(=O)N2CCN(CCC#N)CC2)cc1 | nt | 31% | -2% | 0% | 4% | -0.2% | -1% | 0% | 1% | 3% | nt
33 | Cc1ccc(C(=O)CC2(O)C(=O)N(Cc3ccc4c(c3)OCO4)c3ccccc32)cc1 (stereo not given) | i | 0% | -4% | -2% | -18% | -0.3%[57.5 µM] | 18% | -14% | -6% | 7% | i
34 | Cc1occc1-c1nnc(SCC(=O)c2ccc(F)cc2)n1Cc1ccco1 | ? | -9% | 0% | -4% | 0% | -0.1%[57.5 µM] | -1% | 0% | -7% | 1% | i
35 | Cc1ccc(N(CC(=O)N2CCc3ccccc32)C2=NC(=O)CS2)cc1 | ? | 13% | -6% | 10% | 6% | -5.4% | -8% | ? | 6% | 3% | i

Only part of the results is shown (hit frequency here may not be typical).
